# USP2a inhib = inhibitors of human ubiquitin-specific protease USP2a. O75604. USP2a enzymatic assay, qHTS inhibition. Potency, µM (doses to about 38.3 µM), without a hit: at the top dose activity change, negative = inhibition, usual class: inhibitors. 0.1% of 60,000 active. AID 927;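 note: potency is the fitted concentration of half-maximal effect; nearly all actives have a fitted effect of over 60% in size; plate controls were DMSO for no effect and NEM full inhibition control for full effect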
#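 20 nM USP2 core + cpd, 30 min RT; add 20 nM Ub-PLA2/20 uM NBD C6-HPC; read Ex460/Em535 at 0 h and 2.5 h. Normalized to NEM; qHTS curve fit/classification.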
# Rhodamine fluor = rhodamine region autofluorescence; max dye-equivalent concentration, M; 0.05% of 59,000 active; Rhodamine-region fluorescence, 547/598 nm, Tris buffer; hits give high values; AID 594; in the data active = max dye-equivalent concentration above about 11 nM; inconclusive = between about 1.1 nM and that limit
#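 qHTS spectral profiling of compounds without any target or enzyme present, in pH 8.0 Tris buffer; plates were read after a 15-minute room-temperature incubation using the rhodamine-region filter set.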
# 4MU fluor = 4-MU region autofluorescence; max dye-equivalent concentration, M; compound autofluorescence, 340/450 nm, 4-MU equivalents; hits give high values; 11% of 59,000 active; in the data active = max dye-equivalent concentration above about 10 nM; inconclusive = mostly about 1.1 nM to 9.6 nM
#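 Compounds in 100 mM Tris, pH 8.0, incubated 15 min at room temperature, then fluorescence read at 340 nm excitation/450 nm emission. Signal converted to 4-MU dye-equivalent concentration using an on-plate six-point 4-MU standard curve.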
# BRCT inh green = blocks human BRCA1 BRCT binding to phosphopeptide, green readout | Potency, µM (highest dose often 76.9 µM), inactives show at the highest dose activity change, negative = inhibition, most hits filed as inhibitors | 0.05% of 75,000 active | BRCA1 BRCT-phosphopeptide binding, green fluorescence polarization | AID 875 | P38398;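 note: potency is the fitted concentration of half-maximal effect; plate controls were peptide without protein for full effect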
#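 Compounds were incubated for 12 min at room temperature with a complex of 100 nM fluorescein-tagged pBACH1 decapeptide and 250 nM His-tagged BRCT protein. Buffer was phosphate pH 7.3 with EDTA, DTT and Tween 20. Disruption of binding lowers the polarization signal.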
# HEK293 cAMP ctrl = counter-screen for TSHR agonists: cAMP increase in parental HEK293. AID 938. parental HEK293 CNG cAMP sensor, membrane potential fluorescence. 2.5% of 73,000 active. Potency, µM (doses to about 57.1 µM), inactives show at the highest dose activation, most hits filed as activators; note: potency is the fitted concentration of half-maximal effect; % of control where 0% means no effect; nearly all actives have a fitted effect of over 55% in size
#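 Parental HEK 293 cells stably expressing a modified CNG channel (no TSHR) report cAMP rise as membrane depolarization. Membrane potential dye with 100 uM RO 20-1724 was loaded for 60 min at room temperature, then compound added for 30 min; fluorescence read at 590 nm.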
# Caspase-7 inhib = allosteric or competitive inhibitors of human caspase-7; P55210; recombinant caspase-7, Ac-DEVD-AFC fluorescence rate; Potency, µM (doses to about 57.5 µM), without a hit: at the top dose activity change, negative = inhibition, usual class: inhibitors; 0.02% of 75,000 active; active = well fitted inhibition curve with a large enough effect in the main read-out, with a control signal flat, not every such curve was filed as active; inconclusive = small, poorly fitted or top-dose-only effect, or a change in a side signal; note: potency is the fitted concentration of half-maximal effect; % of control where 0% means no effect
# Target sequence (P55210 24-198 limits assumed): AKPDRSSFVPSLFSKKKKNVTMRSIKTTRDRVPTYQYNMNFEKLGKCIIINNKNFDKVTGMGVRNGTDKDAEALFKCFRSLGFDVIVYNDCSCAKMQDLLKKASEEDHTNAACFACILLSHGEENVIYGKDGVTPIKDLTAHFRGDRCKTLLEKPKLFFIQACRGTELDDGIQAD
# Target sequence (P55210 207-303 limits assumed): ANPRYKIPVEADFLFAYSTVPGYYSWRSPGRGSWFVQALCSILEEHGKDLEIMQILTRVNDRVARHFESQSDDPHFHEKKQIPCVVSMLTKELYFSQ
# Fluorescein autfl = compound autofluorescence in fluorescein spectral region. Compound autofluorescence, 480/540 nm, fluorescein-equivalent; hits give high values. max fluorescein-equivalent concentration, M. 0.91% of 59,000 active; in the data active = max fluorescein-equivalent concentration above about 10 nM; inconclusive = between about 1.1 nM and that limit
#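 Normalized response (dye-equivalent concentration) derives from comparing each well's 540 nm emission, under 480 nm excitation, with plate-resident fluorescein standards. Compounds were held in 100 mM Tris, pH 8.0, for 15 min at room temperature.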
# TexasRed autofl = compound fluoresces in the Texas Red spectral region; 0.06% of 59,000 active; max dye-equivalent concentration, M; Compound fluorescence, Texas Red channel, 547/618 nm; hits give high values; in the data active = max dye-equivalent concentration above about 10 nM; inconclusive = between about 1.1 nM and that limit
#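 Compound titrations in 100 mM Tris pH 8.0 were incubated 15 min at room temperature and read at 547 nm excitation / 618 nm emission. Texas Red six-point standard curve on each plate converted fluorescence to dye-equivalent concentration.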
# Caspase-1 inhib = caspase-1 (human) inhibition, allosteric or competitive; P29466; Caspase-1 enzyme, Ac-WEHD-AFC fluorogenic rate; Potency, µM (series often up to 57.5 µM), without a hit: at the highest dose activity change, negative = inhibition, hits mostly inhibitors; 0.03% of 75,000 active; AID 900;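 note: potency is the fitted concentration of half-maximal effect; plate controls were vehicle for no effect and no substrate for full effect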
# Target sequence (P29466 120-297 limits assumed): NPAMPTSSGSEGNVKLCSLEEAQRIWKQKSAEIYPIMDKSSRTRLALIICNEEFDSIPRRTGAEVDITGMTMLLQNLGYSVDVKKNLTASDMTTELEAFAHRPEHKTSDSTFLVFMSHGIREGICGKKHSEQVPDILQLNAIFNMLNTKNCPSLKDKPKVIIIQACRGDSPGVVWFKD
# Target sequence (P29466 317-404 limits assumed): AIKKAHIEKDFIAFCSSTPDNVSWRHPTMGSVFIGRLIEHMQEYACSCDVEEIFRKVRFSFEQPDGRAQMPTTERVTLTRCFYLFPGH
# BRCT inh red = inhibitors of human BRCA1 BRCT-phosphoprotein interaction (red fluorophore). 0.03% of 75,000 active. P38398. BRCT-phosphopeptide binding, red fluorescence polarization. Potency, µM (series often up to 76.9 µM), for inactives: at the highest dose activity change, negative = inhibition, actives largely listed as inhibitors; note: % is set by controls: 0 for no effect and ±100 for the full control effect
#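 Fluorescence polarization: 100 nM His-tagged BRCA1 BRCT with 100 nM TAMRA-labelled phospho-BACH1 decapeptide, phosphate buffer pH 7.3 with 150 mM NaCl, DTT, 0.01% Tween 20; 12 min RT. Binding inhibition seen as FP decrease.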
# A350 fluor = A350 region autofluorescence | Compound autofluorescence, 340/450 nm, Alexa 350 dye-equivalents; hits give high values | max dye-equivalent concentration, M | 11% of 59,000 active | AID 590; in the data active = max dye-equivalent concentration above about 10 nM; inconclusive = mostly about 1.1 nM to 9.6 nM
# Numbers without * were called inactive; i = inactive; ? = inconclusive; / = not tested or not shown; [ ] = remark or other dose. Unless noted, calls come from the whole dose curve; as a rule, active = well fitted curve in the direction sought with a large enough effect; inconclusive = small, poorly fitted or top-dose-only effect, or another doubt; inactive = no such curve, though single readings can be large; an effect the other way counts as inactive or inconclusive. The list is partial. The share of hits here may be higher or lower than overall.
SMILES,USP2a inhib,Rhodamine fluor,4MU fluor,BRCT inh green,HEK293 cAMP ctrl,Caspase-7 inhib,Fluorescein autfl,TexasRed autofl,Caspase-1 inhib,BRCT inh red,A350 fluor
O=C(c1cc(-c2ccncc2)nc2ccc(Br)cc12)N1CCN(c2ccccn2)CC1,53%[activator],i,i,2.3%,?,-1%,i,i,-2%,1.1%,i
COC(=O)CC1C(=O)NCCN1C(=O)CSc1nnc(Nc2ccc(OC)cc2)s1 (stereo unspecified),-1%,i,i,-1.3%,5%,2%,i,i,0%,-0.7%,i
CC(=O)Nc1ccc(S(=O)(=O)N2CCC(NC(C)=O)(c3cccc(F)c3)CC2)cc1,-1%,i,i,0.7%,-17%,2%,i,i,0%,0.6%,i
Cc1nc(C)c(C(=O)Nc2ccc(C)c(F)c2)o1,26%,i,i,-0.5%,7%,-3%,i,i,-2%,0.0%,i
O=C(COC(=O)c1cccc(S(=O)(=O)N2CCc3ccccc3C2)c1)NCc1ccco1,24%,i,i,0.6%,3%,-10%,?,i,-2%,-1.8%,i
COc1ccc(N(CN2C(=O)C3C4C=CC(C4)C3C2=O)C(=O)c2ccco2)cc1 (stereo unspecified),/,i,i,/,/,/,?,i,/,/,i
Cc1ccc(S(=O)(=O)Nn2c(C)nnc2-n2nc(C)cc2C)cc1,-8%,i,i,-0.9%,4%,2%,i,i,0%,1.1%,i
COC(=O)c1[nH]c2cccc(OC)c2c1NC(=O)CN1CC2(C)CC1CC(C)(C)C2 (stereo unspecified),15%,i,?,-4.0%,8%,-3%,i,?,-1%,-0.6%,?
CCOc1ccccc1NC(=O)CN(c1cc(C)cc(C)c1)S(=O)(=O)c1c(C)noc1C,/,/,/,-0.2%,-2%,-4%,/,/,0%,-0.3%,/
CCCC(=O)N1c2ccc(-c3csc(N)n3)cc2CC1C (stereo unspecified),12%,i,i,-1.3%,-12%,-2%,i,i,-2%,-4.1%,i
C=C(C)COc1ccc(-c2[nH]ncc2-c2ccccc2OC)c(O)c1,?,i,i,0.9%,6%,-7%,?,i,-6%,-1.2%,i
CCCN(CCC)S(=O)(=O)c1cc(Br)cc2c1N(C(=O)CC)CC2,11%,i,i,0.2%,25µM*,1%,i,?,-1%,-1.9%,i
O=C(Nc1c2c(nn1-c1ccc(Cl)cc1)CS(=O)(=O)C2)c1ccc2c(c1)OCO2,69%[activator],i,i,-3.3%,25µM*,-2%,i,?,-2%,-0.8%,i
CC(C)Cc1ccc(S(=O)(=O)N2CCN(C(=O)c3ccco3)CC2)cc1,8%,i,i,-2.6%,?,-1%,i,i,-1%,-1.8%,i
O=C(O)c1cn(-c2ccc(F)cc2)c2cc(N3CCNCC3)c(F)cc2c1=O,1%,/,/,-1.5%[3.08 µM],/,0%,/,/,-1%,0.9%,/
CCCOC(=O)Nc1cc(OC)c(Cl)cc1OC,-3%,i,i,-1.6%,12%,-1%,i,i,0%,1.6%,i
COc1ccc(C2=NOC(C(=O)Nc3cc(Br)ccc3O)C2)cc1OC (stereo unspecified),2%,i,i,2.3%,12%[2.29 µM],-8%,i,i,-4%,1.5%,i
CCn1cc(C(=O)NCc2ccco2)c(=O)c2cc(S(=O)(=O)N3CCC(C)CC3)ccc21,58%[activator],i,i,0.4%,14%,-3%,i,?,-2%,-1.5%,i
COc1ccccc1CNc1ncncc1-c1ccc(C(=O)N(C)C)cc1,29%,i,i,0.8%,?,-3%,?,i,-1%,0.1%,i
O=C(CN1C2CCC1CC(NC(=O)C1CC1)C2)NCc1ccccc1 (stereo unspecified),-3%,i,i,2.0%,9%,-2%,i,i,2%,-0.7%,i
CSc1cc2c(cc1C(F)(F)F)N(C(=O)Nc1cccnc1)CC2,/,/,/,-3.7%,-1%,0%,/,/,0%,-0.3%,/
CCOC(=O)C1[C@H]2C(=O)N(CCCOC)C[C@]23C=C[C@H]1O3 (stereo partly specified),-1%,i,i,0.3%,1%,2%,i,i,0%,0.5%,i
COc1cc(C(=O)O)cc(Br)c1OC1CCCC1,-26%,i,i,-0.2%,19%,1%,i,i,-1%,-1.1%,i
CC1(C)CC(=O)C2=C(C1)N(CC1CCCO1)C(=O)C2(NC(=O)c1cccnc1)C(F)(F)F (stereo unspecified),8%,i,i,-4.0%,2%,1%,?,i,-1%,0.4%,i
CCOC(=O)C(NC(C)=O)(OCc1ccc(F)cc1)C(F)(F)F (stereo unspecified),3%,i,i,-1.6%,0%,0%,i,i,-1%,-0.6%,i

# Filtered by structure: the entries above containing a COOH group (2)
SMILES,USP2a inhib,Rhodamine fluor,4MU fluor,BRCT inh green,HEK293 cAMP ctrl,Caspase-7 inhib,Fluorescein autfl,TexasRed autofl,Caspase-1 inhib,BRCT inh red,A350 fluor
O=C(O)c1cn(-c2ccc(F)cc2)c2cc(N3CCNCC3)c(F)cc2c1=O,1%,/,/,-1.5%[3.08 µM],/,0%,/,/,-1%,0.9%,/
COc1cc(C(=O)O)cc(Br)c1OC1CCCC1,-26%,i,i,-0.2%,19%,1%,i,i,-1%,-1.1%,i

# Later entries.
SMILES,USP2a inhib,Rhodamine fluor,4MU fluor,BRCT inh green,HEK293 cAMP ctrl,Caspase-7 inhib,Fluorescein autfl,TexasRed autofl,Caspase-1 inhib,BRCT inh red,A350 fluor
CC(=O)Nc1ccc(NC(=O)c2c(C)nc3ccccn23)cc1,0%,i,i,-0.8%,8%,6%,?,?,0%,-2.4%,i
C=CCn1c(N)c(C(=O)N2CCN(C)CC2)sc1=S,-4%,i,i,-2.1%,1%,0%,?,i,-2%,-0.2%,i
Cc1noc(C)c1C(=O)N1CCC2(CCN(Cc3ccncc3)CC2)CC1,-10%,i,i,-1.8%,23%,1%,i,i,-2%,0.0%,i
CCc1c(C)nc2ncnn2c1N1CCC(C(=O)NCc2cccc(OC)c2)CC1,16%,i,i,-5.3%,15%,-2%,?,i,-2%,-1.4%,i
CCC(c1nnc(SCC(=O)NCCc2ccc(Cl)cc2Cl)o1)N(C)C (stereo unspecified),11%,i,i,0.8%,6%,3%,i,i,-3%,-0.8%,i
Cc1cc(C)n(-c2nnc(C)n2/N=C/c2ccco2)n1,/,i,i,/,/,/,?,i,/,/,i
Cc1ccc(-c2ccc(/C=N/n3cnnc3)o2)cc1Cl,8%,/,/,-4.9%,16%,-18%,/,/,-16%,0.6%,/
Cc1ccc2[nH]c3c(=O)n(CCCN4CCN(C)CC4)cnc3c2c1,0%,i,?,-1.0%,-3%,-1%,i,i,0%,-0.9%,?
CCOc1ccc(S(=O)(=O)N(C)CCO)cc1-c1nc2c(C(C)(C)C)nn(C)c2c(=O)[nH]1,/,i,i,/,/,/,i,i,/,/,i
CC1(C)CC(=O)C(C=N)=C(O)C1,/,i,i,/,/,/,i,i,/,/,i
CCN(C(=O)COc1ncnc2ccc(Br)cc12)C1CCS(=O)(=O)C1 (stereo unspecified),4%,i,i,-1.1%,-4%,-1%,i,i,0%,-3.4%,?
CCCCNC(=O)C1CCN(S(=O)(=O)c2cnc[nH]2)CC1,3%,i,i,-3.5%,12%,-2%,i,i,0%,-1.6%,i
CC(=O)OCC1OC(C#Cc2ccc(C(C)(C)C)cc2)C=CC1OC(C)=O (stereo unspecified),/,/,/,-2.1%[15.4 µM],6%[11.4 µM],-1%[11.5 µM],/,/,-2%[11.5 µM],0.8%[15.4 µM],/
C/C(CCN1CCCCc2nc(C)c(C)cc21)=N\O[C@@H](C)c1cc(-c2c(C)cc(C)cc2C)no1,/,/,/,0.5%[15.4 µM],18%[11.4 µM],-1%[11.5 µM],/,/,-2%[11.5 µM],-1.0%[15.4 µM],/
c1ccc(Cn2c(-c3cccs3)nc3nc4ccccc4nc32)cc1,2%,i,2.6e-06M*,-2.2%,9%,-15%,i,i,-14%,0.8%,3.8e-06M*
CC(=O)N1CCc2cc(C(=O)CN3CCN(c4cccc(Cl)c4)CC3)ccc21,/,/,/,0.3%,?,-6%,/,/,-6%,0.4%,/
Cn1c(SCc2ccccc2F)nc2cccnc21,-1%,i,i,-3.5%,8%,-2%,?,?,2%,-5.8%,i
C[N+]1(C)C[C@@H](O)C[C@@H]1C(=O)[O-],-10%[17.1 µM],i,i,-1.2%[34.4 µM],-8%[25.6 µM],2%[25.7 µM],?,i,-2%[25.7 µM],3.5%[34.4 µM],i
CCCC(C)(C)NC(=O)CCCCC(=O)NC(C)(C)CCC,4%,i,i,-1.6%,6%,-10%,i,i,-11%,0.0%,i
O=C(CCCn1c(SCC(=O)NC2CCCCC2)nc2ccccc2c1=O)NCC1CCCO1 (stereo unspecified),11%,i,?,-2.0%,18%,-4%,?,i,-2%,0.2%,1.1e-08M*
O=C(NC1CCCCC1)C1CCN(S(=O)(=O)c2cccc3cccnc23)CC1,/,/,/,-5.5%,5%,0%,/,/,-1%,-0.4%,/

# Fetched one by one from above, 2 records:
SMILES,USP2a inhib,Rhodamine fluor,4MU fluor,BRCT inh green,HEK293 cAMP ctrl,Caspase-7 inhib,Fluorescein autfl,TexasRed autofl,Caspase-1 inhib,BRCT inh red,A350 fluor
C[N+]1(C)C[C@@H](O)C[C@@H]1C(=O)[O-],-10%[17.1 µM],i,i,-1.2%[34.4 µM],-8%[25.6 µM],2%[25.7 µM],?,i,-2%[25.7 µM],3.5%[34.4 µM],i
Cn1c(SCc2ccccc2F)nc2cccnc21,-1%,i,i,-3.5%,8%,-2%,?,?,2%,-5.8%,i

# Compound activity deposited in PubChem by National Center for Advancing Translational Sciences (NCATS).
